HDAC3 inh: blocks human histone deacetylase 3; O15379; recombinant HDAC3, fluorogenic peptide/trypsin coupled, fluorescence; inhibition, % at 8.3 µM; AID 2718; actives 0.15% (n = 320,000); in the data active = inhibition above about 26%, passing the limit was not always enough; inconclusive = no clear call, values can overlap the other calls
Target sequence (O15379 whole entry, looked up): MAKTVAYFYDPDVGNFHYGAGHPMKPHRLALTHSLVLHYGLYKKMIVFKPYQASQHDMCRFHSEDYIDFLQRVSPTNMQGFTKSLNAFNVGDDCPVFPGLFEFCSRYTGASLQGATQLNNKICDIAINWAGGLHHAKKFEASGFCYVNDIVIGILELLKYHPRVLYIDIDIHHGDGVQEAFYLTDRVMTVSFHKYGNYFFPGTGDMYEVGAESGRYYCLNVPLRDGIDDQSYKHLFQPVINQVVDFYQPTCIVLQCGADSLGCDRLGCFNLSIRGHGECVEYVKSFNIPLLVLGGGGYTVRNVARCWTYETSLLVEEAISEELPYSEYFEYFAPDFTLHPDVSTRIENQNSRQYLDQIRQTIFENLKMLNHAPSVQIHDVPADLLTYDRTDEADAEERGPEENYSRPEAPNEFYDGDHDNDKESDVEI
TRPC6 act: activates the mouse TRPC6 cation channel; actives 0.13% (n = 310,000); B-score at 10 µM; AID 2550; HEK293-TRPC6 membrane potential dye fluorescence; hits give high values; Q61143;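 active = B-score of the integrated fluorescence ratio above library mean plus 3 SD, and starting fluorescence ratio within library mean plus 5 SD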;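 note: higher score means more depolarization so channel activation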
ANO1 activ: activators or potentiators of mouse TMEM16A chloride channel; actives 0.3% (n = 340,000); Q8BHY3; B-score at 10 µM; AID 623877; HEK293 TMEM16A/YFP-H148Q/I152L, iodide quench fluorescence; hits give low values;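 active = fluorescence-ratio B-score plate-corrected deviation score at least 3 library SD below zero, with starting fluorescence score within 5 deviations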;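 note: channel opened by trigger with iodide after compound preincubation; score built on the fluorescence ratio of max minus min over baseline; more negative score means more quench and so TMEM16A activation or potentiation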
TRPC6 inh: blocks the mouse TRPC6 cation channel; HEK293-TRPC6, membrane potential dye, ACh-evoked depolarization; hits give low values; AID 2553; actives 1.1% (n = 310,000); B-score at 10 µM; Q61143;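 active = B-score under library mean minus 3 SD, initial fluorescence not abnormally high, positive integrated signal ratio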;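 note: B-score derived from integrated fluorescence ratio over the kinetic read; more negative B-score means stronger inhibition of depolarization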
RGS4 pot: potentiators or activators of RGS4 | actives 0.92% (n = 310,000) | B-score at 10 µM | AID 463111 | HEK293 M3R/inducible RGS4, carbachol calcium flux Fluo4; hits give low values;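 active = B-score of the integrated calcium signal more than 4 SD below the library mean, with starting fluorescence not abnormally high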;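 note: negative B-score means reduced calcium response which marks RGS4 activation or potentiation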
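Material: Inducible-RGS4 HEK293 cells carrying M3 receptor; also added: carbachol at ECmax as muscarinic agonist stimulus; incubation: compound preincubation 20 min at room temperature before agonist; signal: Fluo4-AM (2 µM) calcium-flux fluorescence, kinetic read; measure: integrated calcium ratio converted to B score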
ANO1 block: blocks the mouse calcium-activated chloride channel TMEM16A; Q8BHY3; HEK293 TMEM16A/YFP iodide influx fluorescence, ionomycin; normalized B-score (activity score, 25-100; higher = stronger inhibition) at 10 µM; actives 1.2% (n = 310,000);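 active = ratio plate-corrected score three or more library SD toward inhibition, starting fluorescence score within five deviations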;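 note: score derived from kinetic fluorescence span divided by baseline fluorescence per well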
MrgX1 agonist: human MrgX1 receptor agonism, primary screen; MrgX1-HEK293 cells, Fluo-4 calcium fluorescence, agonist mode; hits give high values; B-score at 10 µM; AID 588627; actives 0.44% (n = 310,000);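 active = calcium response B-score plate-corrected fluorescence ratio at least 3 library SD, with starting fluorescence B-score inside 5 SD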
Target sequence (Q96LB2 whole entry, looked up): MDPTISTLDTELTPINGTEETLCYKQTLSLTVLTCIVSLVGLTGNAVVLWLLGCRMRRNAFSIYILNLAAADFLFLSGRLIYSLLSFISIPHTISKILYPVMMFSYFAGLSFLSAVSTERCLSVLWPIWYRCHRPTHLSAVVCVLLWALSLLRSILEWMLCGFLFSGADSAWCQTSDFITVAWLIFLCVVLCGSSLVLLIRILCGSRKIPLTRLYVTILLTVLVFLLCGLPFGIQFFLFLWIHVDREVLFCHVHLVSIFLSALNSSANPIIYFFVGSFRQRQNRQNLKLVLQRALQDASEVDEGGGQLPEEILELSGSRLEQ
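Assay system: stable human MrgX1 HEK293 cell line. Quantity: 15,000 cells per well. Schedule: cells plated overnight, dye loaded 0.5 h 37 °C, 0.5 h room temperature. Detection: Fluo-4 NW calcium-flux fluorescence, kinetic read. Read-out basis: peak-minus-minimum fluorescence over baseline, converted to B scores. Control set: positive and negative control wells on each plate.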
MrgX1 PAM: allosterically activates human MrgX1 receptor signaling; Q96LB2; MrgX1-HEK293, Fluo-4 calcium flux, FDSS; hits give high values; B-score at 10 µM; actives 0.63% (n = 310,000); AID 588675;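 active = plate-corrected calcium response at least 3 library SD above typical, normal starting fluorescence, not activating the receptor alone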;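 note: compound read alongside a low EC10 to EC30 dose of BAM8-22 agonist; peak minus trough fluorescence over baseline measured at the second addition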
SKKanGAS inh: inhibitors of SKKanGAS S. pyogenes growth in kanamycin (SK-promoter or general growth effect); BacTiter-Glo, 6 h; inhibition, % at 7.5 µM; actives 1.3% (n = 300,000); AID 1662;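 active = mean replicate score, as percent of positive control median, at least 50; inconclusive = mean below 50 but one replicate at or above 50; inactive = mean and every replicate below 50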;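 note: strain carries kanamycin resistance gene driven by streptokinase promoter and grows in 40 µg/ml kanamycin; loss of luminescence reflects streptokinase promoter inhibition or plain growth inhibition; 0% = median of DMSO wells and 100% = positive control at its reference dose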
MrgX1 antag: human MrgX1 receptor antagonism, primary screen; actives 1.3% (n = 310,000); AID 588676; MRGX1-HEK293 calcium flux, Fluo-4, BAM8-22 antagonism; hits give low values; B-score at 10 µM;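 active = calcium-response B-score plate-corrected more than 3 library SD below zero, starting fluorescence within 5 deviations, no agonist response on first addition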;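 note: peak minus trough fluorescence over baseline after final BAM8-22 challenge near maximal dose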
RGS4 block: human RGS4 inhibition | P49798 | HEK293 M3R/RGS4 inducible, Fluo-4 calcium flux; hits give high values; triggered by carbachol at its EC20 | B-score at 10 µM | actives 0.45% (n = 310,000) | AID 463165;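 active = B-score, a plate-corrected calcium signal, over three deviations above library mean, with baseline fluorescence within five deviations of library mean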;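 note: RGS4 expression induced by doxycycline in cells with stable M3 receptor; B-score is computed from the integrated fluorescence ratio over baseline after carbachol; higher B-score means a larger calcium signal and so more RGS4 inhibition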
Target sequence (P49798 whole entry, looked up): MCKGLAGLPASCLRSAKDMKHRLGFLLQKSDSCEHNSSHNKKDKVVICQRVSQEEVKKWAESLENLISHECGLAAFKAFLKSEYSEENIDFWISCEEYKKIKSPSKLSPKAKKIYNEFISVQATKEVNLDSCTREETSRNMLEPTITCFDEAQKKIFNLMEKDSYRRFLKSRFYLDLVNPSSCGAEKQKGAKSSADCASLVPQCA
* = called active by the depositor; i = inactive; ? = inconclusive; / = not tested or not shown.

nr	Structure	SKKanGAS inh	RGS4 pot	MrgX1 antag	ANO1 block	TRPC6 act	RGS4 block	ANO1 activ	HDAC3 inh	TRPC6 inh	MrgX1 PAM	MrgX1 agonist
1	CCOC(=O)CNC(=O)CSc1nnc(Cn2c(=O)sc3ccccc32)n1-c1ccccc1C	/	/	i	i	/	/	i	-9	/	i	i
2	Cc1ccc2cc(NC(=O)Cc3ccccc3)ccc2n1	5	i	i	i	i	i	i	-3	i	i	i
3	O=C(c1ccc2c(=O)n3c(nc2c1)CCCCC3)N1CCN(c2ccc(Cl)cc2)CC1	13	i	i	i	i	i	i	/	i	i	i
4	CC(=O)NNC(=O)c1sc(=S)n(C)c1C	-3	i	i	i	i	i	i	-4	i	i	i
5	Cc1cccn2c(=O)nc(SCC(=O)N3CCOCC3)nc12	-16	i	i	i	i	i	i	5	i	i	i
6	Cc1cccnc1NC(=S)Nc1ncccc1C	3	i	i	i	i	i	i	10	i	i	i
7	CCC(=O)Nc1c(C)cc(C)cc1Cl	-17	i	i	i	i	i	i	-4	i	i	i
8	CCc1nc2c(c(SC)nn2-c2ccccc2)c(N)c1C(=O)OC	-15	i	i	i	i	i	i	3	i	i	i
9	CC(=O)Nc1cccc(NC(=O)CSc2nccn2Cc2ccccc2)c1	-2	i	i	i	i	i	i	/	i	i	i
10	CCOc1ccccc1N1CCN(C2=C(NS(=O)(=O)c3cccs3)C(=O)c3ccccc3C2=O)CC1	18	i	i	i	i	i	i	14	i	i	i
11	O=C(CN1CCCCCC1)Nc1ccc(Br)cc1	-4	i	i	i	i	i	i	-9	i	i	i
12	O=C(O)CCc1ccc(-c2ccc(Br)cc2)o1	11	i	i	i	i	i	i	2	i	i	i
13	O=c1c2[nH]c3ccc(F)cc3c2nc2n1CCCS2	0	i	i	i	i	i	i	-10	i	i	i
14	Cc1ccc2oc(C(=O)Nc3ccc(S(=O)(=O)Nc4ncccn4)cc3)c(C)c2c1	16	i	i	i	i	i	i	-1	i	i	i
15	OC(CCc1ccncc1)c1ccccc1 (stereo unspecified)	1	i	i	i	i	i	i	-9	i	i	i
16	COC(=O)[C@@H]1C[C@H]2CC[C@H](O)C[C@H]2N1Cc1ccc(N2CCN(C)CC2)cc1	-3	i	i	i	i	i	i	-5	i	i	i
17	O=C(Cc1ccccc1F)NC1CCCN(Cc2ccc(Cl)cc2)C1 (stereo unspecified)	6	i	i	i	i	i	i	3	i	i	i
18	CCOC(=O)N1CCC2(CC1)C(C#N)=C(N)Oc1n[nH]c(C)c12	2	i	i	i	i	i	i	2	i	i	i
19	COc1cc(OC)c2ccc(=O)oc2c1C(CCN1CCN(c2ccccc2)CC1)c1ccc2c(c1)OCO2 (stereo unspecified)	3	i	i	i	i	i	i	6	i	i	i
20	CC1CCN(C(=O)C2CCCN(S(=O)(=O)c3cccc4nsnc34)C2)CC1 (stereo unspecified)	3	i	i	i	i	i	i	-3	i	i	i

6 compounds from above with just TRPC6 inh, TRPC6 act and HDAC3 inh.
nr	structure	TRPC6 inh	TRPC6 act	HDAC3 inh
14	Cc1ccc2oc(C(=O)Nc3ccc(S(=O)(=O)Nc4ncccn4)cc3)c(C)c2c1	i	i	-1
15	OC(CCc1ccncc1)c1ccccc1 (stereo unspecified)	i	i	-9
16	COC(=O)[C@@H]1C[C@H]2CC[C@H](O)C[C@H]2N1Cc1ccc(N2CCN(C)CC2)cc1	i	i	-5
17	O=C(Cc1ccccc1F)NC1CCCN(Cc2ccc(Cl)cc2)C1 (stereo unspecified)	i	i	3
18	CCOC(=O)N1CCC2(CC1)C(C#N)=C(N)Oc1n[nH]c(C)c12	i	i	2
19	COc1cc(OC)c2ccc(=O)oc2c1C(CCN1CCN(c2ccccc2)CC1)c1ccc2c(c1)OCO2 (stereo unspecified)	i	i	6

Look-ups from the results shown.
For HDAC3 inh, no. 14 is listed with -1
For HDAC3 inh, no. 2 is listed with -3
For HDAC3 inh, no. 5 is listed with 5
For HDAC3 inh, no. 20 is listed with -3

Structural class, the compounds so far containing two or more sulfur atoms (four)
nr	Structure	SKKanGAS inh	RGS4 pot	MrgX1 antag	ANO1 block	TRPC6 act	RGS4 block	ANO1 activ	HDAC3 inh	TRPC6 inh	MrgX1 PAM	MrgX1 agonist
1	CCOC(=O)CNC(=O)CSc1nnc(Cn2c(=O)sc3ccccc32)n1-c1ccccc1C	/	/	i	i	/	/	i	-9	/	i	i
4	CC(=O)NNC(=O)c1sc(=S)n(C)c1C	-3	i	i	i	i	i	i	-4	i	i	i
10	CCOc1ccccc1N1CCN(C2=C(NS(=O)(=O)c3cccs3)C(=O)c3ccccc3C2=O)CC1	18	i	i	i	i	i	i	14	i	i	i
20	CC1CCN(C(=O)C2CCCN(S(=O)(=O)c3cccc4nsnc34)C2)CC1 (stereo unspecified)	3	i	i	i	i	i	i	-3	i	i	i

Carrying on:
nr	Structure	SKKanGAS inh	RGS4 pot	MrgX1 antag	ANO1 block	TRPC6 act	RGS4 block	ANO1 activ	HDAC3 inh	TRPC6 inh	MrgX1 PAM	MrgX1 agonist
21	COC(=O)c1sc(NC(=O)c2c(C)noc2C)nc1C	-3	i	i	i	i	i	i	0	i	i	i
22	Cc1ccc(CNC(=O)C2CCC(=O)N2Cc2ccc(F)cc2)cc1 (stereo unspecified)	1	i	i	i	i	i	i	-5	i	i	i
23	O=C(NCCc1csc(-c2ccccc2)n1)c1ccc(Br)o1	-14	i	i	i	i	i	i	2	i	i	i
24	Cc1ccccc1OCC(=O)N1CCCCCCC1	4	i	i	i	i	i	i	2	i	i	i
25	COc1ccc(-c2oc3cccnc3c2C#CCO)cc1	-9	i	i	i	i	i	i	-199	i	i	i
26	COc1ccc(-c2ccc(N(C)C)cc2)cc1[C@H]1[C@@H]2C=CCC[C@@]2(C)C(=O)N1Cc1ccccc1	26	i	i	i	i	i	i	-1	i	i	i
27	CCOc1ccc(NC(=O)CN(C)S(=O)(=O)c2cnc[nH]2)cc1	-4	i	i	i	i	i	i	4	i	i	i
28	CCc1nn(CCCC(=O)NCc2ccccc2Br)c(=O)c2cc3occc3n12	59*	i	i	i	i	i	i	-4	i	i	i
29	COC(C[C@@H]1O[C@H]1[C@H](O)COCc1ccccc1)OC	3	i	/	/	i	i	i	/	i	/	/
30	COc1ccc2nc(NC(=O)c3ccco3)sc2c1	-1	i	i	i	i	i	i	5	i	i	i
31	COCCNC(=O)c1cc2sccc2n1C	14	i	i	i	i	i	i	4	i	i	i
32	CCOC(=O)Cc1cc(=O)n2[nH]cc(-c3ccc(Cl)cc3)c2n1	21	i	i	i	i	i	i	-52	i	i	i
33	CC(C)N1CCC(N2CCN(Cc3cc(F)ccc3-n3cccn3)CC2CCO)CC1 (stereo unspecified)	8	i	i	i	i	i	i	-7	i	i	i
34	CN(Cc1ccccc1)S(=O)(=O)c1ccc(OCC(=O)N2CCOCC2)cc1	1	i	i	i	i	i	i	-7	i	i	i
35	Cn1c(CNc2nc3ccccc3n2CCN2CCCCC2)nc2ccccc21	-3	i	i	25*	i	i	i	1	-6.5*	i	i
36	CCN(CC(O)Cn1c2ccccc2c2ccccc21)S(=O)(=O)c1ccc(C)cc1 (stereo unspecified)	15	i	i	i	i	i	i	1	i	i	i
37	Cc1cccc(C(=O)c2ccccc2C(=O)O)c1	-1	i	i	i	i	i	i	4	i	i	i
38	CCOc1ccc(N(C(C)C(=O)N2CCOCC2)S(C)(=O)=O)cc1 (stereo unspecified)	-1	i	i	i	i	i	i	-2	i	i	i
39	Cc1ccc(CSc2ncccc2C(=O)O)cc1	-1	i	i	i	i	i	i	6	i	i	i
40	Cc1ccc(S(=O)(=O)N2CCN(C(=O)CN3CCOCC3)C2)cc1	-3	i	i	i	i	i	i	0	i	i	i
41	COc1ccc(N2CCN(C(=O)c3[nH]c4ccc(OC)cc4c3C)CC2)cc1	-2	i	i	i	i	i	i	2	i	i	i
42	O=C(O)C1CCCCC1C(=O)NCCc1c[nH]c2ccccc12 (stereo unspecified)	-6	i	i	i	i	i	i	-1	i	i	i
43	CC(=O)c1ccc(N2CCN(CCC#N)CC2)c(F)c1	-17	i	i	i	i	i	i	11	i	i	i
44	Clc1ccc(-c2nnc(C3CC3)o2)cc1	0	i	i	i	i	i	i	-6	i	i	i
45	CCC(=O)N(Cc1ccco1)c1nc(-c2ccc(OC)cc2)cs1	-1	i	i	i	i	i	i	-5	i	i	i
46	Cc1ccc(CNC(=O)C2CCCN(S(=O)(=O)c3c(C)noc3C)C2)cc1 (stereo unspecified)	-1	i	i	i	i	i	i	1	i	i	i
47	COc1ccc(C2CC2/C(=N/O)c2ccccc2)cc1 (stereo unspecified)	-18	i	i	i	i	i	i	4	i	i	i
48	O=C(COc1ccccc1)Nc1ccccc1N1CCN(c2ccccc2)CC1	9	i	i	i	i	i	i	0	i	13*	i
49	CN1CCN(C2=C(Cl)C(=O)N(c3ccc(Cl)cc3)C2=O)CC1	4	i	i	i	i	i	i	-2	i	i	i
50	O=C(CN1C(=O)C2C3C=CC(C3)C2C1=O)Nc1ccc2c(c1)OCCO2 (stereo unspecified)	5	i	i	i	i	i	i	?	i	i	i
51	COc1cccc(CNC(=O)[C@H](CCSC)NC(=O)N2CCn3c2nc2ccccc23)c1	0	i	i	i	i	i	i	-4	i	i	i
52	Cc1ccccc1C1c2[nH]c3ccccc3c2C[C@H]2C(=O)N(c3ccccc3C(=O)NCCN3CCOCC3)C(=O)N12 (stereo partly specified)	8	i	i	i	i	i	i	8	i	i	i
53	CCOc1ccccc1-c1n[nH]c(=S)o1	-5	i	i	i	i	i	i	-10	i	i	i
54	Cc1n[nH]c(C)c1CCNC(=O)C1CCC(=O)N(Cc2ccccc2F)C1 (stereo unspecified)	5	i	i	i	i	i	i	0	i	i	i

Screens (PubChem BioAssay)
